ERAP1 HTS inh = human ERAP1 aminopeptidase inhibitors, primary screen, biochemical, single point, plate reader; Endoplasmic reticulum aminopeptidase 1 (Homo sapiens), Q9NZ08; recombinant ERAP1, Leu-AMC fluorescence, 60 min; inhibition, % at 10.7 µM; hit rate 0.15% among 340,000;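 active = mean replicate inhibition of at least 30%, or all replicates individually reaching that 30% level; inactive = mean below 30% and not every replicate reaching it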;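 note: 0% = neutral control wells and 100% = L-leucinethiol positive control wells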
CFTR F508del cor = F508del CFTR correction, initial screen, CFBE line, single point; hit rate 0.36% among 350,000; AID 720511, 2013; activity (quench increase), % at 7.58 µM; CFBE cells, YFP halide quenching; stimulated with forskolin plus potentiator P3; % fluorescence drop versus neutral controls;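 active = mean added fluorescence quench of at least 8% versus neutral control, with both replicates also reaching 8%; inconclusive = only one of the mean or replicate conditions met; inactive = mean below 8% and not both replicates reaching 8%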;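 note: cells transiently co-express mutant CFTR-F508del with the halide-sensitive YFP; corrector assay measuring rescue of mutant channel to the surface after 24 h compound exposure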
CASP6 VEID inh = human caspase-6 inhibitors, primary screen, biochemical, VEID-R110 fluorescence, single point, set 2; purified caspase-6, Z-VEID-R110 cleavage fluorescence; inhibition, % at 12.5 µM; hit rate 0.53% among 350,000; AID 686996, 2013;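 active = mean inhibition across replicates at least about 35%, with every replicate also reaching that limit, limit read from the data; inconclusive = only one of the two criteria met; inactive = neither criterion met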;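 note: 0% = median of neutral control wells and 100% = no fluorescence left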
Target sequence (P55212 24-179 limits assumed): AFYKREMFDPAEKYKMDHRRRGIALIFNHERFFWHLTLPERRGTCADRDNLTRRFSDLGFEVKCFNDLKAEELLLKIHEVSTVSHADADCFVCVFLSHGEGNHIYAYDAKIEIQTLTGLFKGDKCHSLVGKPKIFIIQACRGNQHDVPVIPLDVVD
Target sequence (P55212 194-293 limits assumed): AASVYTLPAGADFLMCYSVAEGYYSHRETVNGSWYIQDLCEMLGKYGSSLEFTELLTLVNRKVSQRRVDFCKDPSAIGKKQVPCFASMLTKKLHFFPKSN
DENV2 CPE = inhibitors of DENV2 cytopathic effect, primary screen, cell-based, plate reader, single concentration; DENV2-infected cells, cytopathic effect rescue; hit rate 1.7% among 350,000; AID 651640, 2012; CPE inhibition, % at 9.99 µM; in the data active = CPE inhibition above about 20%, passing the limit was not always enough; inconclusive = no clear call, values can overlap the other calls; tested in BHK-21 cells;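 note: 0% = median of neutral control wells and 100% = median of positive control wells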
miR-122 sensor = miR-122 Renilla sensor signal increase in Huh7, primary screen, miR-122 inhibitor project, cell-based, single point, plate reader | Huh7 miR-122 Renilla luciferase sensor, 48 h; neutral wells = 0, positive control = 100 | activation (reporter increase), % at 12.5 µM | hit rate 0.3% among 340,000 | AID 602342, 2012;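 active = mean replicate activation score at least 90 and every replicate individually at or above 90; inconclusive = only one of the two criteria met; inactive = neither criterion met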;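 note: higher luciferase means less miR-122 activity so hits act as miR-122 inhibitors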
SIRT5 inh = SIRT5 desuccinylase inhibitors, primary screen, biochemical, fluorescence imaging, single point, set 5; NAD-dependent protein deacylase sirtuin-5, mitochondrial (Homo sapiens), Q9NXA8; Purified SirT5, succinyl-peptide AMC, trypsin-coupled fluorescence; inhibition, % at 15 µM; hit rate 1.1% among 330,000; AID 652115, 2013; in the data active = inhibition above about 15%; inconclusive = no clear call, values can overlap the other calls
Target sequence (Q9NXA8 whole entry, looked up): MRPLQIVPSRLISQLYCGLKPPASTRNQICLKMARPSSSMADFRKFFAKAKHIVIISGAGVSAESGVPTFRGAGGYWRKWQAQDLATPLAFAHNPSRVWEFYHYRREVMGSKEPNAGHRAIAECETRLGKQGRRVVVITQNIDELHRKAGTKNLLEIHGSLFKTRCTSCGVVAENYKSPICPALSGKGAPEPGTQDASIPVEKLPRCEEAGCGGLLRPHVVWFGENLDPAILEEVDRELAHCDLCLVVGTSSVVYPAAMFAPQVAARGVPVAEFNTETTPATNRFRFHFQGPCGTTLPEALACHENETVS
ERp5 block = inhibitors of ERp5-driven insulin aggregation, primary screen, biochemical, turbidity, absorbance 650 nm, single point. Protein disulfide-isomerase A6 (Homo sapiens), Q15084. 90 min. inhibition, % at 9.99 µM. hit rate 0.05% among 350,000;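 active = mean replicate inhibition above about 25%, with every replicate also reaching it, limit read from the data, passing the limit was not always enough; inconclusive = only one of those two criteria met; inactive = neither criterion met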
Target sequence (Q15084 whole entry, looked up): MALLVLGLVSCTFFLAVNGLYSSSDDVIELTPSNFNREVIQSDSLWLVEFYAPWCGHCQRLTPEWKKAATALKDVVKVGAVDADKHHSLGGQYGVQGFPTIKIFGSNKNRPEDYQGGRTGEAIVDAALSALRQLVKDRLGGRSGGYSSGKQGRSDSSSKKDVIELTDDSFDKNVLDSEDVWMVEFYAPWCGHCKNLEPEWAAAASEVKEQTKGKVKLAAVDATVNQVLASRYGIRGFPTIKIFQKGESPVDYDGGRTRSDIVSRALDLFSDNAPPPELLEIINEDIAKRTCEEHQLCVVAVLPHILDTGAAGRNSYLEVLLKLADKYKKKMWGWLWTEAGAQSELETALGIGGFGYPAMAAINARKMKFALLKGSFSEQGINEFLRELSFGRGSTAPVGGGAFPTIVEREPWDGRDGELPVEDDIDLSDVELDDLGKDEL
Active calls of the source: *; ? = inconclusive; . = no result given; [ ] = remark or other dose.

ERAP1 HTS inh,CFTR F508del cor,CASP6 VEID inh,DENV2 CPE,miR-122 sensor,SIRT5 inh,ERp5 block,SMILES
-6,1.1,-1,0,-1,2,2,COc1cc(OC)c(NC(=O)CCCNC(=O)Cn2cnc3sc(C)c(C)c3c2=O)cc1Cl
.,2.5,-1,-4,-2,.,-1,CCOC(=O)C1CCCN(C(=O)c2cc3c(=O)n(C)c4ccccc4c3n2C)C1 (configuration not stated)
2,-0.1,-1,-3,5,1,4,CC(=O)N1CCN(C(=O)/C(C#N)=C/c2ccc3c(c2)OCO3)CC1
-4,-5.9,-1,-9,-3[16.7 µM],-11,-3,C[C@@H]1CN([C@H](C)CO)C(=O)c2cc(/C=C/c3ccccc3)cnc2O[C@H]1CN(C)C(=O)c1ccc(F)cc1
11,-0.5,3,-4,-2,2,1,COc1cccc(C(C)(O)c2nc(-c3ccc(Cl)cc3)cs2)c1 (configuration not stated)
9,-3.7,2,-6,-5,-3,-3,COc1c(C)cc(C(=O)C2CCCN(Cc3c(C)n(C)n(-c4ccccc4)c3=O)C2)cc1C (configuration not stated)
3,-7.3,-3,5,.,-1,7,COc1ccc(-c2ccc([C@H]3[C@H](C#N)N(C(=O)C4CC4)[C@H]3CO)cc2)cc1
6,1.2,1,-9,3,-1,2,O=C(CSCc1ccc(F)cc1)NCc1cccs1
0,0.2,1,-5,.,-1,-8,CCCNC(=O)Nc1ccc2c(c1)OC[C@H](C)N(C(C)=O)C[C@H](C)[C@@H](OC)CN(C)C2=O
2,3.5,-2,0,-10,-9,1,CC(C)CC(=O)C1=C(O)C(=O)N(Cc2ccccc2)C1c1ccccc1 (configuration not stated)
15,.,3,5,.,2,-1,COc1cc(C2C3=C(CC(C)(C)CC3=O)OC(N)=C2[N+](=O)[O-])ccc1O (configuration not stated)
0,0.1,-2,0,-11[16.7 µM],-2,2,COc1ccc(S(=O)(=O)Nc2ccc3c(c2)C(=O)N([C@@H](C)CO)C[C@@H](C)[C@H](CN(C)C(=O)Nc2ccccc2)O3)cc1
3,1.7,1,0,-2,-2,0,CCOC(=O)C1CCCN(C(=O)c2cc3ccccc3oc2=O)C1 (configuration not stated)
-6,0.8,1,-2,.,-2,1,CC1CCCCC1NC(=O)C1CCC(CNS(=O)(=O)c2cccc3cccnc23)CC1 (configuration not stated)
6,.,-1,4,-3,-1,?,CN(C)[C@@H]1CCC[C@@H]1OC(=O)C(c1ccccc1)c1ccccc1
1,-2.0,2,?,2,-2,5,CC(C)(C)c1ccc(C(CC(=O)O)NS(=O)(=O)Cc2ccccc2)cc1 (configuration not stated)
4,.,-2,-1,.,1,-1,Cc1cc(C)cc(N(CCC(=O)Nc2nnc(C3CC3)s2)S(=O)(=O)c2ccc(Cl)cc2)c1
-1,-3.9,0,2,-3,-6,5,CCOc1ccc(S(=O)(=O)N2CCCCC2)cc1NC(=O)C1CCC1
.,0.3,-2,0,-4,-3,2,Cc1ccc(-c2nn(C)c(=O)c3ccccc23)cc1CNC(=O)c1ccccc1
4,1.5,0,1,-1[16.7 µM],0,-3,COc1cccc(-c2cnc3c(c2)C(=O)N([C@H](C)CO)C[C@H](C)[C@H](CN(C)Cc2cccnc2)O3)c1
1,-1.3,4,-6,2,4,3,COc1cccc(N(CC(=O)NC2CCCCC2)C(=O)Cn2nnc(-c3ccc(C)o3)n2)c1
1,0.6,-1,3,-14[16.7 µM],0,-4,OC[C@@H]1[C@@H]2c3ccccc3NC[C@@H]2N1Cc1ccccc1Cl
-1,-1.8,0,6,47[16.7 µM],1,1,COc1ccccc1CNC(=O)C[C@H]1CC[C@H]2[C@H](COc3ccc(NS(=O)(=O)c4ccc(C)cc4)cc3C(=O)N2C)O1
-4,0.2,3,0,-3,-1,2,Cc1cc(C)cc(CC2CC(=O)N(c3ccc([N+](=O)[O-])cc3)C2=O)c1 (configuration not stated)
2,4.6,-3,-9,-3[16.7 µM],-3,-4,CO[C@H]1CN(C)C(=O)c2cc(NC(=O)C3CCC3)ccc2OC[C@@H](C)N(Cc2ccncc2)C[C@H]1C

Limited to miR-122 sensor, ERp5 block and ERAP1 HTS inh, for some of the entries so far:
smiles | miR-122 sensor | ERp5 block | ERAP1 HTS inh
CC(C)(C)c1ccc(C(CC(=O)O)NS(=O)(=O)Cc2ccccc2)cc1 (configuration not stated) | 2 | 5 | 1
Cc1cc(C)cc(N(CCC(=O)Nc2nnc(C3CC3)s2)S(=O)(=O)c2ccc(Cl)cc2)c1 | . | -1 | 4
CCOc1ccc(S(=O)(=O)N2CCCCC2)cc1NC(=O)C1CCC1 | -3 | 5 | -1
Cc1ccc(-c2nn(C)c(=O)c3ccccc23)cc1CNC(=O)c1ccccc1 | -4 | 2 | .
COc1cccc(-c2cnc3c(c2)C(=O)N([C@H](C)CO)C[C@H](C)[C@H](CN(C)Cc2cccnc2)O3)c1 | -1[16.7 µM] | -3 | 4

Additional structures
ERAP1 HTS inh,CFTR F508del cor,CASP6 VEID inh,DENV2 CPE,miR-122 sensor,SIRT5 inh,ERp5 block,SMILES
1,0.2,2,1,1,-6,-2,COc1ccccc1CNC(=O)Cn1cccc1C(=O)c1ccccc1C
.,-2.1,1,1,-13,0,-2,Cc1ccc(-c2nc3[nH]c(=O)cc(NC(=O)C(C)C)n3n2)cc1
-1,-1.9,0,1,.,0,4,Cn1c(-c2ccc3c(c2)OCO3)cnc1NCc1ccccc1Cl
8,.,1,3,-4,8,-8,CCOC(=O)c1cnn(-c2ccccc2)c1NC(=O)CN1CCOCC1
-1,-2.8,3,2,.,0,?,C=CCn1c(COc2ccc(OC)cc2)nnc1SCn1nnc2ccccc2c1=O
.,2.9,.,1,.,-5,-2,CCC(=O)Nc1ccc2c(c1)OC[C@H](C)N(CCc1ccccc1)C[C@@H](C)[C@H](OC)CN(C)C2=O
0,-5.0,0,-4,.,4,1,C/C=C/c1ccc([C@H]2[C@@H](CO)N(C(=O)C3CCCC3)[C@H]2CNCC)cc1
-1,-4.9,0,11,-11[16.7 µM],13,7,COc1cccc(S(=O)(=O)N(C)C[C@@H]2Oc3ncc(C#Cc4ccc(OC)c(OC)c4)cc3C(=O)N([C@H](C)CO)C[C@@H]2C)c1
-1,-2.7,-3,-4,.,.,-4,COCCNC(=O)c1cc2c(c(-c3cccc(-c4cccc(F)c4)c3)n1)[C@@H](CCO)N([S@](=O)C(C)(C)C)C2
4,-0.8,-5,2,-1,-3,3,COCCNC(=S)N(CCCN(C)C)Cc1cc2cc3c(cc2[nH]c1=O)OCCO3
-5,2.0,-2,-5,-1[16.7 µM],1,-4,C[C@@H]1CN([C@@H](C)CO)C(=O)c2cc(C#Cc3ccccc3)cnc2O[C@H]1CN(C)C(=O)C1CC1
0,0.2,-1,9,1,-9,1,COc1ccccc1NC(=O)c1oc2ccccc2c1NC(=O)C1CC1
1,-0.6,-1,0,0,-2,3,COc1cccc(-c2csc(Nc3ccc(Oc4ccccc4)cc3)n2)c1
2,-1.7,4,-1,3,-2,5,COc1ccc(CCOC(=O)c2ccc(NC(=O)CC#N)cc2)cc1
-4,-5.3,8,-4,-4,-1,0,COC(=O)Cc1c(OC)ccn(CCc2c[nH]c3ccccc23)c1=O
-1,-33,-3,7,.,0,3,COC(=O)C1=C(N)OC2=C(C(=O)CCC2)C1c1ccccc1OC (configuration not stated)
-1,-2.3,2,-1,6[16.7 µM],-6,-11,O=C(NC1CCC1)[C@@H]1[C@@H](CO)[C@@H]2Cn3c(cccc3=O)[C@@H]2N1CC1CCOCC1
7,-1.7,10,-2,7,-3,-3,Cc1cc(C)cc(NC(=S)N2CCC(NC(=O)c3ccco3)CC2)c1
3,0.2,1,-6,-2,0,3,COc1ccc(CN2CCNC(=O)C2CC(=O)NCc2csc(C)n2)c(F)c1 (configuration not stated)
1,6.5,2,?,7,.,-8,CC1C=CC(C)C(C(=O)c2ccccc2)C1C(=O)c1ccccc1 (configuration not stated)
-5,1.5,-1,-8,-12,.,3,C=CCC[C@H](Cc1ccc(F)cc1)C(=O)OC[C@H](Cc1c[nH]c2ccccc12)NC(=O)[C@H](CC=C)CC(=O)N[C@H](CO)Cc1ccccc1
-1,2.9,.,-1,-3,3,-2,c1ccc(OCCSc2ncnc3nc[nH]c23)cc1
8,1.0,2,.,9,-2,1,CC(C)(C)NC(=O)COC(=O)CNC(=O)c1cc(Cl)cc([N+](=O)[O-])c1
10,.,13,0,.,0,-12,Cc1c(N=Cc2cc(Br)cc(Br)c2O)cccc1C(=O)O
0,-0.6,1,-5,-3,-3,7,CC(=O)Nc1cccc(NS(=O)(=O)c2c(C)noc2C)c1
.,-2.6,8,1,-2,.,-1,O=C(CN1C(=O)CC(c2ccco2)Sc2ccccc21)Nc1ccccc1F (configuration not stated)
0,2.0,-1,6,.,.,-2,CC(C)(C)OC(=O)C[C@@H]1C/C=C\C[C@H](CC(=O)N[C@H](CO)Cc2ccccc2)C(=O)N[C@H](C(C)(C)C)COC1=O
1,-5.3,6,-1,1,3,10,CNC(=O)c1c(NC(=O)CCS(=O)(=O)c2ccc(Cl)cc2)sc2c1CCN(C(=O)OC)C2
-6,3.2,-32,-3,14,0,-11,CCC(=O)c1ccc(OCC(=O)N(Cc2nnc(-c3ccccc3Cl)o2)C2CC2)cc1
0,-1.4,1,-3,12[16.7 µM],-3,2,CCCNC(=O)N(C)C[C@H]1Oc2ncc(Br)cc2C(=O)N([C@H](C)CO)C[C@@H]1C
0,1.6,-1,-7,.,-1,-3,CC1(C(=O)NCc2ccccc2)CSCC(=O)N1Cc1cccc(F)c1 (configuration not stated)
-2,-0.2,3,13,0,.,4,COC(=O)[C@@H](CC(C)C)NS(=O)(=O)N(Cc1ccccc1)[C@@H](CC(C)C)C(=O)OC
2,2.7,.,3,-4,-1,0,CC1=C(Nc2ccc(C(=O)O)cc2)C(=O)c2ccccc2C1=O
2,.,-1,-8,.,-3,-3,COc1cccc(C(=O)COc2ccccc2N2C(=O)C3C4C=CC(C4)C3C2=O)c1 (configuration not stated)
0,0.4,0,4,1,0,5,CCOC(=O)c1ccccc1NC(=O)c1cn(CC)c2nc(C)ccc2c1=O
8,1.7,2,19,0[16.7 µM],-3,0,C[C@@H]1CN([C@@H](C)CO)C(=O)c2cc(C3=CCCCC3)cnc2O[C@H]1CN(C)C(=O)Cc1cccnc1
1,5.5,3,-3,.,-2,8,CC(=O)c1ccc(S(=O)(=O)N(C)CC(=O)NCC2CCCCC2)cc1
2,0.4,-2,-7,10,-2,-4,Fc1ccccc1NC(=S)NN(Cc1ccccc1)c1ccccc1
.,-0.9,-3,26*,.,.,1,C#CCNC(=O)C1=C[C@H](c2ccc3c(c2)OCO3)C[C@H](OCCCCO)O1
-1,-2.3,7,0,6,-5,-3,Cc1cc(C)c2c(CC(=O)O)c(C)[nH]c2c1
4,0.6,2,-4,-3,.,3,COc1ccccc1CN1CC(C(=O)NCC2(O)CCCCC2)CCC1=O (configuration not stated)
-1,0.0,2,.,.,-2,1,COc1ccc(-c2nnc(SCC(=O)O)n2C)cc1OC
1,-3.4,-32,?,4,0,3,COc1cc(C(=O)NCC(c2ccccc2)N(C)C)ccc1OCc1c(C)noc1C (configuration not stated)
5,0.9,1,?,-6,-3,3,CN(C)c1ccc(S(=O)(=O)NCC(=O)N2CCN(c3ccccc3)CC2)cc1[N+](=O)[O-]
6,-3.2,1,0,3,-2,-3,CCOc1ccc(NC(=O)C2CCCN(S(=O)(=O)c3ccc4c(c3)C(C)(C)C(=O)N4C)C2)cc1 (configuration not stated)
1,3.9,-3,0,9,0,0,CS(=O)(=O)N(CC(=O)Nc1ccc(Br)cc1F)C1CCCCC1
